High-throughput results as filed in PubChem.
GLD-1 RNA inh: GLD-1-TGE RNA interaction inhibition (C. elegans). Q17339. purified GLD-1 + fluorescein TGE RNA, fluorescence polarization. inhibition, % at 5.96 µM. actives 0.44% (n = 320,000). AID 2280;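 active means percent inhibition above a per-plate cutoff, the plate mean of test compounds plus 3 SD, cut at about 30% in these data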;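 further: 0% = DMSO wells with GLD-1 and probe and 100% = wells lacking GLD-1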
PME-1 primary: PME-1 (human) inhibition | recombinant PME-1, FP-Rh probe fluorescence polarization | inhibition, % at 5.9 µM | actives 0.53% (n = 320,000);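 active means inhibition above the campaign mean of all compounds plus 3 SD, cut at about 26% in these data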;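 further: competitive labeling of PME-1 active site by serine hydrolase directed probe; 0% = PME-1 with DMSO and 100% = wells lacking PME-1 enzyme; inhibitors block probe labeling so polarization falls and inhibition rises; many of its hits are not listed in these tables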
Fam108B counter: blocks mouse Fam108B hydrolase in RBBP9 counter-screen; inhibition, % at 9.51 µM; actives 0.33% (n = 300,000); recombinant Fam108B, FP-Rh probe fluorescence polarization;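 active means inhibition above the screen mean inhibition plus 3 SD, computed separately per campaign, cut at about 18% in these data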;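 further: inhibitors lower polarization as less probe binds the enzyme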
MEX-5 binding: C. elegans MEX-5 TCR-2 RNA binding activity | Q9XUB2 | MEX-5/FITC-TCR2 RNA binding, fluorescence polarization; hits give low values | activity score (negative = inhibition of binding), % at 10 µM | actives 0.38% (n = 300,000) | AID 1832;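 active means inhibition past about -25% in most replicates, and total fluorescence under double the plate's negative control median, limit read from the data; inconclusive means replicates evenly split on the limit, or fluorescence at least double controls; inactive means too little inhibition in most replicates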;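 further: 0% = DMSO and -100% = 5 µM competing unlabeled TCR2 RNA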
VLA-4 inh: inhibition in a human VLA-4 binding assay | P13612 | VLA-4 expressing cells, ligand binding flow cytometry | inhibition, % (about 7 µM as worked out from the volumes in the protocol) | actives 0.2% (n = 330,000); in the data active means inhibition above about 50%
GRK2 inh: inhibitors of human GRK2 displacing RNA aptamer | bead flow cytometry, FAM-aptamer displacement from GRK2 | actives 0.59% (n = 330,000) | inhibition of aptamer binding, % at 10 µM;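 active means inhibition of aptamer binding above 40%, roughly 3 SD of noise, on plates passing a quality check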;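 further: median bead fluorescence of bound FAM aptamer so fluorescent compounds give negative values; no value below 0 was filed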
Target sequence (P25098 whole entry, looked up): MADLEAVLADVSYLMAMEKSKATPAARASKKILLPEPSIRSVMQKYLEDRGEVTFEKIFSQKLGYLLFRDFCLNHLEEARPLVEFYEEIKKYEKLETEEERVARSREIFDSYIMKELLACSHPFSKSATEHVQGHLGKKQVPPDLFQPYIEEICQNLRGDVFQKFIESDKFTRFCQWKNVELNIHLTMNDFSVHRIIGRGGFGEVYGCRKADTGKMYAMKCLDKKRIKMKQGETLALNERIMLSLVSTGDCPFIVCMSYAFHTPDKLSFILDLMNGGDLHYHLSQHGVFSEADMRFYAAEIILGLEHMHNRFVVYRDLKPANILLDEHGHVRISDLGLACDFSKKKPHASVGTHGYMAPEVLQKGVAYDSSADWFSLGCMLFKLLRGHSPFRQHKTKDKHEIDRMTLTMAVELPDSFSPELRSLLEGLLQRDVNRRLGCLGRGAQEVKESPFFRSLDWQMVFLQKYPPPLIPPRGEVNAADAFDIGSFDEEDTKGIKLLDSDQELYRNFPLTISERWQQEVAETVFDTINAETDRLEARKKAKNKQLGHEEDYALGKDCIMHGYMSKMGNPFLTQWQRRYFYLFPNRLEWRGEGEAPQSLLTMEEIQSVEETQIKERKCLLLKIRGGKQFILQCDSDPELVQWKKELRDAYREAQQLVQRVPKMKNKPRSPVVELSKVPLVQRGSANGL
MCL1 BIM primary: inhibitors of human MCL1 binding to BIM-BH3 peptide; Q07820; GST-MCL1 / FITC-Bim-BH3 fluorescence polarization; inhibition, % at 10.9 µM; actives 0.68% (n = 320,000);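 active means inhibition above the mean inhibition of all tested compounds plus 3 SD, set per campaign, cut at about 40% in these data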;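 further: 0% = DMSO wells and 100% = unlabeled Bim-BH3 peptide control; higher means more loss of mP so more displacement of Bim peptide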
Efflux pump inh: inhibitors of Candida antifungal efflux pumps expressed in yeast; S. cerevisiae Candida pump triplex, Nile Red efflux; inhibition, % at 10 µM; actives 0.44% (n = 330,000); AID 485275;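 active means plate passing quality check with inhibition over a set limit, or well fluorescence over plate mean plus 4 SD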;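 further: Nile Red retained in pooled yeast measured as flow cytometry median fluorescence; 0% = buffer negative control and 100% = Enniatin B positive control; higher means more Nile Red kept so more efflux inhibition; some compounds called inactive have numbers as strong as hits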
BCLXL inh: Bcl-xL (human) inhibition; inhibition, % at 10.9 µM; Q07817; AID 2129; actives 0.7% (n = 320,000); GST-Bcl-xL / FITC-Bim BH3 peptide fluorescence polarization;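 active means inhibition above the mean of all tested compounds plus 3 SD, cutoff set per campaign, cut at about 30% in these data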;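 further: 0% = DMSO wells and 100% = unlabeled Bim-BH3 peptide competitor; inhibitors lower millipolarization by displacing the labeled peptide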
Target sequence (Q07817 whole entry, looked up): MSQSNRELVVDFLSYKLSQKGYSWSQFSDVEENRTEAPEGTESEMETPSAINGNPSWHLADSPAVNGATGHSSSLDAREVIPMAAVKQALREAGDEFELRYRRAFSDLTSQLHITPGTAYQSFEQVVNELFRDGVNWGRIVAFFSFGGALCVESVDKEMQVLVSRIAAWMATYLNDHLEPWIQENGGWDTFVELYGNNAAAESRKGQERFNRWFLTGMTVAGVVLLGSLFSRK
* = called active by the depositor; u = inconclusive; x = no result given. The list is partial; the hit share may differ from the screen's.

SMILES	GLD-1 RNA inh	PME-1 primary	Fam108B counter	MEX-5 binding	VLA-4 inh	GRK2 inh	MCL1 BIM primary	Efflux pump inh	BCLXL inh
COc1ccc(CCNC(=O)c2oc3ccccc3c2C)cc1	3	0	x	x	2	0	-9	0.1	0
c1ccc2c(c1)CCN(c1nc3cc4c(cc3s1)OCO4)C2	-7	8	1	-2.1	-11	1	3	0.4	5
CCCNC(=O)c1onc(CSc2cccc(OC)c2)c1C(=O)NCCC	-2	0	-2	0.4	30	4	-3	0.1	2
Cc1c(C=O)c2ccccc2n1CCOc1ccccc1	0	0	10	0.1	-6	2	6	-0.4	3
CC(C)CCNC(=O)CN(Cc1ccc2c(c1)OCO2)C(=O)Cn1nnc(-c2cccs2)n1	-5	-6	-3	2.2	-84	3	3	0.0	6
Cc1cccc(C)c1NC(=O)C(C)c1ccc(-c2ccccc2)c(F)c1 (stereo not drawn)	2	-10	-5	-3.1	-1	3	1	-0.1	1
CC(=O)c1ccc(NC(=O)CSc2nnc(Cc3cccn3C)n2-c2ccc(F)cc2)cc1	7	1	0	6.8	-7	0	-5	-0.2	-6
Cc1ccc(-c2[nH]nc3c2C(c2ccccc2OC(=O)N2CCOCC2)C(C#N)=C(N)O3)cc1 (stereo not drawn)	-3	-5	5	x	1	0	4	0.0	7
O=C(Nc1cc(Cl)ccc1O)c1cc(-c2ccco2)on1	-2	-8	-3	1.4	-5	2	-9	-0.6	-7
COc1cc(OC)cc(-c2c(C#Cc3ccsc3)c3cc(-c4ccc(OC)c(F)c4)ccc3n2C)c1	-18	x	x	x	-12	1	x	-0.1	x
Clc1ccc(-c2nc(Cc3ccccc3Cl)no2)cc1	4	-1	2	-0.8	5	0	0	0.0	6
COc1ccc(NC(=O)/C(C#N)=C/c2ccc(Sc3nncn3C)c([N+](=O)[O-])c2)cc1	-3	-5	5	1.2	52*	0	4	0.1	7
CCN1CCN(CC(O)COc2ccc(Cl)cc2)CC1 (stereo not drawn)	-4	-4	-2	0.9	17	0	6	0.5	7
O=C(NCCN1C(=O)S/C(=C\c2cccnc2)C1=O)c1cccc(OC(F)F)c1	4	-1	2	0.8	25	4	-10	-0.3	5
CCOC(=O)c1c(NC(=S)NCCc2ccccc2)sc2c1CC(C(C)C)OC2 (stereo not drawn)	4	-5	-5	2.2	16	0	8	0.4	5

The final 2 compounds of the section above lead into the next:
SMILES	GLD-1 RNA inh	PME-1 primary	Fam108B counter	MEX-5 binding	VLA-4 inh	GRK2 inh	MCL1 BIM primary	Efflux pump inh	BCLXL inh
O=C(NCCN1C(=O)S/C(=C\c2cccnc2)C1=O)c1cccc(OC(F)F)c1	4	-1	2	0.8	25	4	-10	-0.3	5
CCOC(=O)c1c(NC(=S)NCCc2ccccc2)sc2c1CC(C(C)C)OC2 (stereo not drawn)	4	-5	-5	2.2	16	0	8	0.4	5
COc1ccc(N(CC(=O)NCCc2ccccc2)C(=O)CCC(=O)Nc2nccs2)cc1	10	-4	-1	-2.7	13	5	-2	0.1	1
COC(=O)c1nc(N)sc1-c1ccc(OC)cc1	-2	-3	-2	0.3	1	1	-6	0.0	-3
Cc1cccc(N2CCN(C(=O)c3cnn4c(C(F)F)cc(-c5ccccc5)nc34)CC2)c1C	-6	5	0	1.3	3	0	-7	-0.1	-3
CCOC(=O)C1CCCN(c2nc3ccccc3nc2C(C#N)C(=O)OC(C)C)C1 (stereo not drawn)	-5	-6	-1	u	-18	5	-3	0.3	3
CCN(CC)CCCN(Cc1cc2cc(OC)c(OC)cc2[nH]c1=O)C(=O)Nc1ccccc1	-8	-1	4	1.2	-25	1	-1	0.4	4
COc1cc2c3c(c1)C(C)CC(C)(C)N3C(=O)C2=O (stereo not drawn)	2	-14	6	-1.0	27	6	3	-0.1	6
CCCn1c(SCC(=O)Nc2cc(C)on2)n[nH]c1=O	6	x	x	x	0	2	x	0.3	x
NC1=NC(=O)C2(COC(c3cccc([N+](=O)[O-])c3)OC2)S1 (stereo not drawn)	-5	-1	-1	-1.2	4	1	4	-0.1	3
COc1ccc(-c2nc(N)nc(C(F)(F)F)c2-c2ccccc2OC)c(O)c1	0	4	-2	0.2	1	2	4	-0.3	6
CC(=O)N1CCN(C(c2ccccc2)c2ccccc2)CC1	1	3	-2	-2.1	3	0	4	0.1	2
CC(=O)c1ccc(NC(=O)COc2ccc3c(c2)OCO3)cc1	0	-6	1	1.5	13	0	-6	0.1	-2
CCOC(=O)c1ccc(S(=O)(=O)NNC(=O)COc2cccc(C)c2)cc1	6	0	4	-0.9	7	0	5	0.0	6
COc1ccc(NC(=O)COc2ccc(C(=O)OCC(=O)N(C(C)C)C(C)C)cc2OC)cc1	4	0	1	0.3	14	5	4	-0.1	5
CCOc1cc(N2C(=O)CC3CS(=O)(=O)CC32)c(OCC)cc1NC(=O)c1ccccc1 (stereo not drawn)	-1	0	-6	0.3	-1	0	5	0.2	5
COc1ccccc1NC(=O)Nc1nc(CC(=O)NCc2cccnc2)cs1	3	-3	-1	-5.6	5	7	1	-0.1	2
Cc1cccnc1NC(=O)c1cccc(S(=O)(=O)N2CCCC2)c1	1	-1	2	3.0	9	0	2	-0.1	2
O=C(COc1ccc(Cl)cc1)NCCSCc1ccccc1Cl	6	2	0	0.5	7	0	2	0.1	0
Cc1ccc(S(=O)(=O)NCCC(=O)OCC(=O)NC(=O)c2cccn2C)cc1	1	0	-2	-2.1	0	2	3	-0.1	-1
CC(C)c1nnc(NC(=O)c2cc3cc(Br)ccc3oc2=O)s1	1	6	2	-0.5	1	2	8	0.1	7
COc1cc(OC)cc(C(=O)OCc2ccc([N+](=O)[O-])cc2)c1	5	4	-3	-0.3	19	3	5	0.0	3
COc1cc(C(=O)N/N=C/c2coc3ccc(Cl)cc3c2=O)ccc1O	0	-3	2	-0.8	-17	12	1	0.4	1
Cc1onc(-c2ccccc2Cl)c1C(=O)OCC(=O)N1CCN(c2ccccc2)CC1	9	3	4	2.8	2	0	5	0.0	4
CCNC(=O)COC(=O)c1[nH]c(C)c(C(=O)OC)c1C	-3	-3	-2	-0.6	-10	1	-6	-0.1	0
CSc1ccc(-c2nnn(Cc3ccc(Br)cc3)n2)cc1	9	0	-2	-1.8	0	3	-1	-0.1	4
CCOC(=O)C(C)(C)Sc1ncnc2nc[nH]c12	7	5	-1	1.6	11	1	-2	-0.1	2
O=C(NCCCc1ccccc1)c1cccc([N+](=O)[O-])c1	-2	2	3	-0.9	22	1	-4	0.1	-3
CCCCOc1ccc2c(c1)C(=O)c1cc(O)ccc1-2	139*	13	16	-0.5	2	3	9	0.0	5
CN1C=CC=C/C1=C1\SC(=S)N(Cc2ccccc2)C1=O	-7	3	0	-1.5	3	0	1	0.3	-3
CCOc1ccc(NC(=O)CN2C(=O)CSc3ccc(S(=O)(=O)N4CCCC4)cc32)cc1	-6	6	2	1.9	10	0	-4	0.1	-5
O=C1CC(Nc2ccccc2)C(=O)N1CCc1ccccc1 (stereo not drawn)	5	-1	-1	-0.6	-19	1	-9	0.2	8
CC(C)(Sc1cc(C(C)(C)C)c(O)c(C(C)(C)C)c1)Sc1cc(C(C)(C)C)c(O)c(C(C)(C)C)c1	4	-1	-3	-0.7	11	0	3	0.0	5
Cc1cc(C)c2oc(C(=O)Nc3ccc(S(=O)(=O)N4CCC(C)CC4)cc3)cc(=O)c2c1	3	-2	-1	-2.9	7	1	-5	-0.1	-1
O=C(CCNC(=O)Cn1ccc2ccccc2c1=O)NCC1CCCC1c1ccccc1 (stereo not drawn)	9	-7	-4	2.3	-2	0	2	-0.1	3
C(=N\n1cnnc1)/c1ccccc1OCCOc1ccccc1	1	-3	-1	0.4	-4	0	10	0.0	13
COc1cccc(C2/C(=C(\O)c3ccc4c(c3)OCCO4)C(=O)C(=O)N2CCCN2CCOCC2)c1OC (stereo not drawn)	9	-3	1	1.1	2	1	1	-0.1	8
CCN(CC)C(=O)C(=O)N/N=C/c1cccs1	-3	6	8	-0.3	21	0	8	0.1	4
O=C(NCC1CCCO1)NC1CCCCC1 (stereo not drawn)	4	-2	2	1.4	20	2	0	0.1	0
CCOC(=O)c1cnc2ccc(C(=O)OC)cc2c1Nc1ccc2c(c1)OCCO2	3	0	-4	3.3	-36	0	-6	0.3	-2
Cc1ccnc(NS(=O)(=O)c2ccc(NC(=O)c3ccc(S(=O)(=O)N4CCCC4)cc3)cc2)n1	0	2	-2	-2.0	-2	1	10	-0.1	1
COc1ccc(CCn2nnnc2C(c2ccc(C)cc2)N2CCN(C)CC2)cc1OC (stereo not drawn)	-2	-2	-3	-0.9	-5	0	0	-0.1	2
Cc1ccc(C(=O)NC(=S)Nc2ccc(-c3cc4ccccc4oc3=O)cc2)c(C)c1	6	2	2	0.1	13	0	10	-0.1	5
CC(C)n1nnnc1SCC(=O)NNC(=O)C1CCCCC1	3	-1	-2	-1.6	-9	5	7	0.1	3
COc1ccc(-n2c(Cn3c(=O)sc4ccccc43)nnc2SCC(N)=O)cc1	7	2	1	0.8	4	4	-4	-0.3	2
CCCCNC(=O)C1CC(=O)N(CCc2ccc(C)cc2)C1 (stereo not drawn)	-2	-6	2	-2.7	2	0	-3	0.0	5
CCCCCCNC(=O)c1cccc(-c2ccc(C)c3ccccc23)n1	9	-4	-1	-0.4	27	0	-1	0.1	-3
COc1cc(CNC2CCCCCC2)cc(OC)c1	-1	3	-3	1.0	6	0	-10	0.1	0
CC(Oc1ccc(F)cc1)C(=O)/C=C\N(C)C (stereo not drawn)	6	2	-2	-1.9	9	3	3	0.1	6
O=C(COC(=O)c1cccc(N2C(=O)C3CC=CCC3C2=O)c1)c1ccccc1 (stereo not drawn)	4	2	-1	-2.5	12	0	-8	0.0	5
Cc1cccc(NC(=O)c2cccc(OC(=S)N3CCOCC3)c2)c1C	1	-1	-1	2.1	0	0	5	-0.1	3
COC(=O)[C@@]12CCCCN1[C@H](c1ccc(-c3ccc(C(C)=O)cc3)cc1)[C@@H]1C(=O)N(C)C(=O)[C@@H]12	0	5	1	-4.2	19	5	13	0.1	5
COc1ccc(CNc2nnnn2C)cc1	4	6	5	-2.5	1	0	3	0.8	-2
COc1ccc(OC)c(Nc2cc3ccccc3c(=O)[nH]2)c1	42*	6	17	-8.2	-4	1	-2	0.5	7
COc1ccc(N2CCN(CCNC(=O)Nc3ccc([N+](=O)[O-])cc3OC)CC2)cc1	x	x	x	-0.3	28	1	x	0.0	x
Cc1c(C#N)c(N)nc2c3c(sc12)NC(=O)CC3c1ccc(Cl)cc1 (stereo not drawn)	5	0	-2	0.0	x	1	-9	-0.1	-1
CS(=O)(=O)c1ccc(Cl)c(NC(=O)CN2CCN(C(=O)c3cccs3)CC2)c1	2	x	x	x	17	0	x	0.2	x
O=C(C[C@@H]1C/C=C\C[C@@H](Cc2ccc(F)cc2)C(=O)OC[C@@H](Cc2ccccc2)NC1=O)N[C@H](CO)Cc1ccccc1	-2	x	x	x	-22	3	x	0.4	x
CC(C)=CC(=O)NCc1c(Cl)cccc1-n1cccc1	5	1	2	-2.0	10	0	9	0.1	3
COc1ccc2cc3c(N)nn(C(=O)C4CCC(C(C)(C)C)CC4)c3nc2c1 (stereo not drawn)	6	-2	-3	1.3	40	4	3	-0.2	6
CC(C)(C)N(NC(=O)c1ccccc1)C(=O)c1ccc(C(=O)N(NC(=O)c2ccccc2)C(C)(C)C)cc1	4	3	0	2.5	15	0	-1	0.0	-3
